# Compound activity (PubChem)
# CTSL1 counter: cathepsin L1 inhibition, PFM18AAP counter-screen | 300,000 compounds, 0.49% hits | AID 1906 | recombinant F. hepatica cathepsin L1, Z-Leu-Arg-MCA fluorescence | inhibition, % at 5.96 µM;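 active means inhibition above the mean of all tested compounds plus 3 SD, set per screening campaign, cut at about 17% in these data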;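 further: 0% = plate median of test compound wells and 100% = 1 µM Z-Phe-Ala-diazomethylketone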
# PP5 primary: inhibitors of human protein phosphatase 5 (PP5); P53041; purified PP5c, OMFP substrate fluorescence; inhibition, % at 6.7 µM; 320,000 compounds, 0.18% hits; AID 1987;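 active means inhibition above the campaign's mean inhibition across all tested compounds plus 3 SD, cut at about 9.5% in these data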;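 further: 0% = DMSO only and 100% = 100 µM cantharidin control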
# ZTA DNA inh: counter-screen for EBNA-1 inhibitors: inhibitors of Epstein-Barr virus ZTA; P03206; ZTA-DNA binding, fluorescence polarization; inhibition, % at 11 µM; 320,000 compounds, 0.15% hits; in the data active means inhibition above about 33%
# TPT1 inh: blocks Candida albicans tRNA 2'-phosphotransferase; recombinant caTPT1, FP RNA substrate dephosphorylation; inhibition, % at 5 µM; 300,000 compounds, 0.81% hits; AID 1962;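 active means inhibition above the mean of all tested compounds plus 3 SD, set per screening campaign, cut at about 24% in these data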;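 further: plate controls were DMSO alone for no effect and ferristatin control at 100 nM for full effect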
# PREPL inh: human PREPL enzyme inhibition; 320,000 compounds, 0.68% hits; inhibition, % at 5.96 µM; recombinant PREPL, fluorescence polarization activity-based probe; in the data active means inhibition above about 43%;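 further: 0% = enzyme with DMSO and 100% = wells lacking enzyme; many of its hits are not listed in these tables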
# Target sequence (Q4J6C6 whole entry, looked up): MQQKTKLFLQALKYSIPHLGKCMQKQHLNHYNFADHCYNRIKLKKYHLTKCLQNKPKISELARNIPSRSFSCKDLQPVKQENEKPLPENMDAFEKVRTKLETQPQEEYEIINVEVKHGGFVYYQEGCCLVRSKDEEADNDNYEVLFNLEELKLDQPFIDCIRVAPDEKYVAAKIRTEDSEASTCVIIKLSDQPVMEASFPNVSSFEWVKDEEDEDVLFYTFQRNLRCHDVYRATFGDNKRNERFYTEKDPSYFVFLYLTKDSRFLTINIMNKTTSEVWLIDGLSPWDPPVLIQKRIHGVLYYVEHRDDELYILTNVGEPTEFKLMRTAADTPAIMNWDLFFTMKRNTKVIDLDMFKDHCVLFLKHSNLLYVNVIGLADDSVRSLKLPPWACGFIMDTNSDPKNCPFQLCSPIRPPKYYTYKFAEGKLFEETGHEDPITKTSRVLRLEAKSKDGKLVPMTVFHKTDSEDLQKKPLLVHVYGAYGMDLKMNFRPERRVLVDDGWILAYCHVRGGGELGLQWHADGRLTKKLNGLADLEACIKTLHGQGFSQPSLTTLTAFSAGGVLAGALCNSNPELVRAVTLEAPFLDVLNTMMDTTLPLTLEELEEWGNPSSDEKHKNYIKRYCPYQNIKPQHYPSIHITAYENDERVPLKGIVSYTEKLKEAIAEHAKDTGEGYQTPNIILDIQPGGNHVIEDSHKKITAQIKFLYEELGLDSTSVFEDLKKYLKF
# HCV core dimer: HCV core protein dimerization inhibition; AID 1899; inhibition, % at 5 µM; TR-FRET GST/Flag-core106 dimerization, 1536-well; 300,000 compounds, 0.33% hits;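 active means inhibition above the mean of all tested compounds plus 3 SD, set per screening campaign, cut at about 45% in these data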
#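 test system = GST/Flag-tagged HCV core106 proteins | probe or stimulus = Eu donor and XL665 acceptor anti-tag antibodies | times = compound-protein-antibody incubation 4 h at 22.5 °C | signal = TR-FRET, excitation 340 nm, emission 617 and 671 nm | measure = percent inhibition of core106 dimerization signal | controls = wells lacking GST-core106 and wells with excess unlabelled core106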
# Efflux pump inh: inhibitors of Candida antifungal efflux pumps expressed in yeast | S. cerevisiae Candida pump triplex, Nile Red efflux | inhibition, % at 10 µM | 330,000 compounds, 0.44% hits;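 active means plate passing quality check with inhibition over a set limit, or well fluorescence over plate mean plus 4 SD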;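 further: Nile Red retained in pooled yeast measured as flow cytometry median fluorescence; 0% = buffer negative control and 100% = Enniatin B positive control; higher means more Nile Red kept so more efflux inhibition; some compounds called inactive have numbers as strong as hits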
# EBNA-1 inhibitor: blocks EBNA-1 binding to DNA | EBNA-1 DNA binding, fluorescence polarization | inhibition, % at 14.8 µM | 300,000 compounds, 0.34% hits | AID 1950; in the data active means inhibition above about 28%
# PP1 counter: blocks human PP1-alpha phosphatase, a PP5 counter-screen; P62136; purified PP1alpha, OMFP fluorescence; inhibition, % at 6.7 µM; 320,000 compounds, 0.9% hits;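 active means inhibition above the mean inhibition of all tested compounds plus 3 SD, computed separately for each screening campaign, cut at about 15% in these data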
# Target sequence (P62136 whole entry, looked up): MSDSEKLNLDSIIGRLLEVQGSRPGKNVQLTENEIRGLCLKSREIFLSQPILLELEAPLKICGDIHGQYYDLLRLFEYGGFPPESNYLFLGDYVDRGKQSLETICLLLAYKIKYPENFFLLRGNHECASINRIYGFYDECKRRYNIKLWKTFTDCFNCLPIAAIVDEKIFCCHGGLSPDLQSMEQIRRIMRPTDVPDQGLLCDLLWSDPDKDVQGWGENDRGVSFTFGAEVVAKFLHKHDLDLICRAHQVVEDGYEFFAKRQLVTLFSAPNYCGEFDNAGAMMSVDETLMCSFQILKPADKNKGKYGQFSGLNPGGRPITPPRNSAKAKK
# * marks the source's active call; other numbers are inactive results; · = not tested or not shown; & = joins results of further samples.
SMILES,CTSL1 counter,PP5 primary,ZTA DNA inh,TPT1 inh,PREPL inh,HCV core dimer,Efflux pump inh,EBNA-1 inhibitor,PP1 counter
COc1ccc(NC(=O)CSc2nc(O)cc(=O)n2-c2ccc(OC)cc2)cc1,0,1.4,-2,0,1,9,0.0,3,19*
CSCC[C@H](NC(=O)[C@@H]1Cc2c([nH]c3ccccc23)C2c3ccccc3C(=O)N21)C(=O)NCC1CCCO1 (stereo partly drawn),0,3.5,17,0,6,-5,0.0,-3,-1
O=c1c2ccccc2nc2sc(Nc3cccc(Cl)c3)nn12,·,-0.1,13,·,12,·,-0.1,·,0
COc1ccc(NS(=O)(=O)c2ccc(C)c(C(=O)NNC(=O)c3csc(N4CCOCC4)n3)c2)cc1,-3,-0.7,16,-2,6,2,-0.2,2,-3
CCN(CC)S(=O)(=O)c1cc(NS(=O)(=O)c2ccc(Cl)c(C(=O)O)c2)ccc1C,-3,-2.2,-5,0,-2,3,0.0,3,-3
CCOC(=O)c1cc(-c2ccccc2)sc1NC(=O)c1cc(OC)c(OC)c(OC)c1,-1,1.2,-6,1,7,-7,0.3,-7,1
CN1c2ccsc2/C(=N/Nc2ccc(F)cc2)CS1(=O)=O,2,7.4,-7,0,57*,-26,0.1,5,7
CSc1ccccc1-c1nc(-c2ccncc2)no1,-2,0.6,10,-3,2,3,0.1,-15,1
O=C(/C=N/NC(=O)c1ccccc1Br)c1ccccc1,-4,0.1,-4,3,6,-2,-0.3,-2,-3
Cc1ccc(-n2ncc3c2CCCC3NC(=O)CCc2cnn(C)c2)cc1C (stereo not drawn),1,0.1,-4,-2,1,6,-0.3,8,-1
CCn1c2ccccc2c2cc(C3N=C(N)Nc4nc5ccccc5n43)ccc21 (stereo not drawn),-1,3.0,-4,-6,14,0,0.1,1,5
CCN(CC)c1ccc(S(=O)(=O)Nc2cc(Cl)ccc2Cl)cc1NC(=S)NC(=O)C1CCCC1,0,1.8,-2,-3,0,34,-0.2,13,15*
CCCCc1c(O)nc(SCC(=O)O)[nH]c1=O,-5,-1.0,-3,0,5,-1,0.2,-8,-2
CCCc1cc(C(=O)NCCc2ccc(OC)c(OC)c2)no1,1,-1.2,13,-2,1,-2,-0.1,1,3
S=C(N/N=C/c1ccc(Cl)cc1)N1CCOCC1,19*,1.1,1,-2,7,6,0.5,2,-2
O=C(NNC(=O)NC1CCCCC1)NC1CCCCC1,4,0.5,13,-2,2,-4,-0.1,4,-1
Cc1ccc(-n2c(SCC(=O)Nc3cc(S(=O)(=O)N4CCOCC4)ccc3Cl)nc3ccccc3c2=O)cc1,2,1.3,-18,-3,8,23,-2.8,-4,5
CN(C)S(=O)(=O)c1ccc(N2CCCC2)c(C(=O)NNC(=O)COc2ccccc2Cl)c1,-19,-1.5,-11,-2,10,-5,0.0,1,-2
O=C(NC12CC3CC(CC(C3)C1)C2)N1CCN(c2ncccn2)CC1,-7,-0.7,-18,-2,2,-1,0.0,-7,-3
O=C(NCc1ccccc1Cl)C1(S(=O)(=O)c2ccc(Cl)cc2)CC1,2,1.2,9,-1,-7,12,0.1,-4,-2

# Sorted by count of non-hydrogen atoms (largest number first): some entries from above
SMILES,CTSL1 counter,PP5 primary,ZTA DNA inh,TPT1 inh,PREPL inh,HCV core dimer,Efflux pump inh,EBNA-1 inhibitor,PP1 counter
Cc1ccc(-n2c(SCC(=O)Nc3cc(S(=O)(=O)N4CCOCC4)ccc3Cl)nc3ccccc3c2=O)cc1,2,1.3,-18,-3,8,23,-2.8,-4,5
CCN(CC)c1ccc(S(=O)(=O)Nc2cc(Cl)ccc2Cl)cc1NC(=S)NC(=O)C1CCCC1,0,1.8,-2,-3,0,34,-0.2,13,15*
CN(C)S(=O)(=O)c1ccc(N2CCCC2)c(C(=O)NNC(=O)COc2ccccc2Cl)c1,-19,-1.5,-11,-2,10,-5,0.0,1,-2
O=C(NCc1ccccc1Cl)C1(S(=O)(=O)c2ccc(Cl)cc2)CC1,2,1.2,9,-1,-7,12,0.1,-4,-2
S=C(N/N=C/c1ccc(Cl)cc1)N1CCOCC1,19*,1.1,1,-2,7,6,0.5,2,-2

# Continuation.
SMILES,CTSL1 counter,PP5 primary,ZTA DNA inh,TPT1 inh,PREPL inh,HCV core dimer,Efflux pump inh,EBNA-1 inhibitor,PP1 counter
O=C(NCC1CCCO1)c1nn2c(C(F)(F)F)cc(-c3ccc(Br)o3)nc2c1Br (stereo not drawn),0,0.1,-5,-2,4,-9,0.1,-11,-2
CCOc1ccc(N(Cc2cc3cc(OC)ccc3[nH]c2=O)C(=O)C2CCCO2)cc1 (stereo not drawn),1,3.9,-1,-1,2,6,0.2,-16,-1
CCn1nnc(-c2ccccc2NC(=O)c2cc(OC)c(OC)c(OC)c2)n1,0,1.2,-2,2,19,0,0.2,5,-3
O=C(Nc1ccccc1F)C(=Cc1sc(N2CCOCC2)nc1-c1ccccc1)C(=O)Nc1ccccc1F,-1,0.8,6,48*,0,19,-0.1,9,-2
Cc1ccnc(NC(=O)CCC(=O)N(CC(=O)NC(C)(C)C)c2ccc3c(c2)OCO3)c1,2,-1.3,2,-5,-1,1,-0.1,-9,3
O=C(CCN1C(=O)/C(=C\c2cccc(Br)c2)SC1=S)N1CCOCC1,2,4.2,-20,0,24,6,-0.1,-11,-2
O=C(O)c1n[nH]c2c1CC(C1CCCCC1)CC2 (stereo not drawn),-2,3.4,-3,-3,-3,1,0.0,2,19*
CCOC(=O)c1cc2c(=O)n3ccccc3nc2n(Cc2ccco2)c1=NC(=O)c1cccc(OC)c1,1,-0.1,3,5,-6,23,0.1,11,1
Cc1ccc(Nc2cnn(C34CC5CC(CC(CC(=O)O)(C5)C3)C4)c(=O)c2Cl)c(Cl)c1,3,0.3,8,-2,3,9,0.1,9,-3
Cc1cc(C)cc(NC(=O)c2ccc(N3C(=O)C4CCCCC4C3=O)cc2)c1 (stereo not drawn),8,5.2,-10,-4,5,5,3.9,-2,-14
CC1CCC(=C(C#N)C(=O)Nc2cccc(Cl)c2)CC1 (stereo not drawn),0,1.1,-9,0,1,4,0.1,1,5
CN(C(=O)CSc1nncn1-c1ccccc1)C1CCS(=O)(=O)C1 (stereo not drawn),-2,1.9,-10,0,-15,-5,0.2,-3,-7
O=C(CN1CCN(S(=O)(=O)c2ccc(F)c(Cl)c2)CC1)N1CCNC1=O,·,0.4,-8,·,-2,·,0.0,·,-6
O=C(N1CCOCC1)N1CCN(c2nc(-c3ccc(F)cc3)cs2)CC1,0,4.0,-2,-2,10,-4,0.4,-1,-2
CCN(CC)C(=O)CSc1ncnc2c1nnn2-c1ccc(OC)cc1,-1,-1.6,12,-7,0,-3,0.0,5,-3
COc1ccc(-c2nc(N)n(C(C)=O)n2)cc1,-4,2.6,-4,2,-10,0,0.1,9,-1
CCC(=O)Nc1ccc2c(c1)C(=O)N(C1CCCCC1)C2=O,-1,1.9,0,2,-17,-2,0.0,0,0
CC1CCCCN1CCCNC(=O)C1CCN(c2nc3ccccc3o2)CC1 (stereo not drawn),1,-0.8,4,3,19,-15,0.1,-2,-2
COc1ccc(CNC(=O)COC(=O)c2cnccn2)cc1,-20,-0.1,10,-1,-1,8,-0.1,3,-4
CC(=O)O[C@H]1C[C@@]2(C)[C@@H](C[C@@H](O)[C@H]3[C@@]4(C)CC[C@@H](O)[C@@H](C)C4CC[C@@]32C)/C1=C(\CCC=C(C)C)C(=O)O (stereo partly drawn),-4,2.6,-7,-1,15,18,0.0,5,5
CC1CCC2(CC1)NC(=O)N(Cc1cc(=O)n3ccsc3n1)C2=O (stereo not drawn),-2,3.0,0,-2,-8,3,0.2,2,-4
COc1ccc(N(C)S(=O)(=O)c2cccc(C(=O)NCc3ccc(C)cc3)c2)cc1,·,6.1,-20,·,17,·,0.0,·,1
COc1ccc(NCc2nnc(SCC(=O)Nc3nc(-c4ccccc4)cs3)n2-c2ccccc2)cc1,-2,1.8,4,2,7,19,0.3,-7,32*
CC1C(=O)N2CCCc3cc(NC(=O)C(=O)NCCCc4ccccc4)cc1c32 (stereo not drawn),1,2.7,-10,-2,21,-3,-0.1,8,-3
C/C(=N\NC(=O)c1c(Cl)cnn1C)c1cccc(NC(=O)COc2ccccc2)c1,2,0.9,-11,-3,-10,10,0.7,-8,-4
O=C(O)CC(c1ccccc1)N1C(=O)c2ccccc2C1=O (stereo not drawn),-3,1.1,1,-3,-5,-1,-0.2,-9,0
CCOc1ccc(-c2nc(CSc3nncs3)cs2)cc1OC,-1,1.8,-8,1,-1,5,0.0,8,-3
COC(=O)c1ccc(OC(=O)c2ccccn2)cc1,-4,2.8,-14,-2,14,-2,-0.1,-1,0
Cc1cccc(NC(=O)c2cccnc2Oc2ccccc2)c1C(=O)O,1,0.7,8,0,12,0,0.1,-10,-1
CCC(CC)C(=O)NCCc1ccc(OC)cc1,1,0.8,6,4,2,2,0.0,4,1
N=C(N)c1ccccc1,1&3,-1.8&-1.3,8&4,-3&0,-2&-5,2&2,0.0&0.1,-3&0,-5&2
COC(=O)C1=C(N)N(c2ccccc2C(F)(F)F)C2=C(C(=O)CCC2)C1c1ccc2c(c1)OCO2 (stereo not drawn),3,3.5,0,0,-2,11,0.0,31*,0
C=CCN(c1cccc(C(F)(F)F)c1)S(=O)(=O)c1cccc(C(=O)OCC(=O)NCCC)c1,7,8.8,-13,3,-4,0,0.1,4,-1
CC(C)(C)C(=O)OCc1nc(-c2ccc(Cl)cc2)cs1,3,2.1,-11,-1,15,-6,-0.1,-4,-5
CCOC(=O)CN1C(=O)C(Sc2n[nH]c(-c3ccccc3)n2)CCc2ccccc21 (stereo not drawn),-1,-0.2,-14,-3,12,5,-0.1,0,-1
N#C/C(=C\c1cn(CCOc2ccccc2)c2ccccc12)C(=O)NCc1ccco1,1,1.9,-5,-3,-14,0,0.1,13,10
CCOc1cc(NC2CS(=O)(=O)CC2O)c(OCC)cc1NC(=O)c1ccccc1 (stereo not drawn),-1,-1.2,6,2,5,-19,-0.2,1,5
CC/C(O)=C(\C#N)c1nnc2n1CCCCC2,-1,0.3,-3,-1,9,2,6.7*,2,2
Cc1ccc2nc(C)c(C(=O)N/N=C/c3cccc([N+](=O)[O-])c3)cc2c1,-1,3.1,3,0,-4,0,0.0,-9,4
COc1ccc(S(=O)(=O)N2CCC(C(=O)N[C@@H](C)C(=O)N3CCCCCC3)CC2)cc1,-5,-1.0,-11,-2,4,-12,0.0,6,0
Oc1ccc(C(=S)N2CCCC2)cc1,-3,1.3,7,-7,5,-11,0.1,-13,-1
Cn1c(=O)c2c(SCc3ccccn3)nc(CC(C)(C)C)nc2n(C)c1=O,2,2.0,0,-2,25,18,0.2,1,3
O=C(CCl)Nc1cccn2ncnc12,4,1.4,2,3,11,2,0.3,-8,-5
C=CCNC(=O)CCCOc1ccc(C)cc1,-2,0.2,22,-2,0,-2,0.0,-1,4
CCN(CC)CC(O)COC(c1ccccc1)c1ccccc1 (stereo not drawn),-1,-1.5,0,1,12,-5,0.1,-3,-5
O=C(c1ccc(-n2cncn2)c([N+](=O)[O-])c1)N1CCN(S(=O)(=O)c2ccc(Cl)cc2)CC1,-2,0.5,10,-2,5,-1,0.0,4,-5
Cc1cccc(OCC(=O)O/N=C(\N)c2ccc(Br)cc2)c1,-10,1.9,-2,0,16,-7,0.0,6,-2
N=c1c(S(=O)(=O)c2ccc(Cl)cc2)cc2c(=O)n3ccccc3nc2n1CCN1CCOCC1,1,-0.2,7,11,11,7,-0.2,12,2
Cc1nnc2ccc(-c3cccc(NC(=O)c4ccc(Cl)nc4)c3)nn12,3,1.7,-1,-2,1,1,-0.1,-8,8
O=C(CCCc1ccccc1)c1ccccc1,1,0.6,12,-1,-5,1,0.1,8,-2
COc1ccc(C2CC(=O)C(C=NCCCO)=C(O)C2)cc1 (stereo not drawn),-3,3.8,3,-21,5,10,0.4,-7,-5

# This is a subset; the hit share may differ from the screen's.
